Screening data: PubChem, several laboratories
SUMO Mot1 rescue = yeast Mot1-301 growth rescue at high temperature, primary screen, SUMOylation pathway inhibitor project, S. cerevisiae, ATP luminescence, 38.5C; S. cerevisiae Mot1-301 growth rescue; percent above DMSO median, 100 means doubled; growth rescue, % at 18.8 µM; 1% of 320,000 active; AID 2716, 2010;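 active = every valid replicate shows activation above 250% relative to neutral control wells; inactive = the rest, any valid replicate at or below 250%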;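 also: OY570 slx delta 5 strain wells were the positive control but not used for scaling; some compounds called inactive have numbers as strong as hits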
HTR5A inv ctr = HTR5A inverse agonists in luminescence cell assay, primary screen, counter-screen for OPRM1-OPRD1 heterodimer inverse agonist project, full-deck HTS; inhibition, % at 9.3 µM; 5-hydroxytryptamine receptor 5A (Homo sapiens), P47898; HTR5A cell line, inverse agonism; 0.083% of 340,000 active; AID 504634, 2011; in the data active = inhibition mostly above about 23%, no sharp cut-off; inactive = mostly below about 18%;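 also: 0% = cells with DMSO and 100% = no-cell wells with DMSO; some compounds called inactive have numbers as strong as hits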
HTR5A ag ctr = HTR5A agonists in luminescence cell assay, primary screen, counter-screen for OPRM1-OPRD1 heterodimer agonist project, full-deck HTS; 5-hydroxytryptamine receptor 5A (Homo sapiens), P47898; cell-based; activation, % at 9.3 µM; 0.61% of 340,000 active; AID 504692, 2011; in the data active = activation mostly above about 9.5%, no sharp cut-off; inactive = mostly below about 7.6%;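 also: 0% = cells with vehicle only and 100% = reference agonist; strong numbers were not always called active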
PKA-R1A activ = activators of PKA-R1A holoenzyme, primary screen, biochemical, fluorescence polarization, Cy5-IP20, bovine R1A, mouse PKAc. cAMP-dependent protein kinase type I-alpha regulatory subunit (Bos taurus) + …. PKA-R1A dissociation; scaled: DMSO 0%, 113 µM cGMP 100%. activation, % at 11.4 µM. 0.083% of 340,000 active. AID 504707, 2011;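 active = percent activation above the mean of all tested compounds plus 3 SD, cut at about 19% in these data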;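 also: higher means more PKAc released from R1A so a rise in polarization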
AddAB inh = growth inhibition of E. coli expressing H. pylori AddAB, primary screen, AddAB inhibitor project, absorbance; inhibition, % at 11.9 µM; 0.29% of 330,000 active; in the data active = inhibition above about 12%;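 also: 0% = vehicle wells of infected cells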
OPRM1-OPRD1 ag = agonists of OPRM1-OPRD1 heterodimerization, primary screen, cell-based, luminescence; Mu-type opioid receptor (Homo sapiens) + Delta-type opioid receptor (Homo sapiens), …; cells; activation, % at 9.3 µM; 0.3% of 340,000 active; AID 504326, 2011; in the data active = activation above about 18%;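 also: 0% = vehicle-treated cells and 100% = reference agonist; values of inactives mirror those of a sister screen read the other way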
Target sequence (P35372 whole entry, looked up): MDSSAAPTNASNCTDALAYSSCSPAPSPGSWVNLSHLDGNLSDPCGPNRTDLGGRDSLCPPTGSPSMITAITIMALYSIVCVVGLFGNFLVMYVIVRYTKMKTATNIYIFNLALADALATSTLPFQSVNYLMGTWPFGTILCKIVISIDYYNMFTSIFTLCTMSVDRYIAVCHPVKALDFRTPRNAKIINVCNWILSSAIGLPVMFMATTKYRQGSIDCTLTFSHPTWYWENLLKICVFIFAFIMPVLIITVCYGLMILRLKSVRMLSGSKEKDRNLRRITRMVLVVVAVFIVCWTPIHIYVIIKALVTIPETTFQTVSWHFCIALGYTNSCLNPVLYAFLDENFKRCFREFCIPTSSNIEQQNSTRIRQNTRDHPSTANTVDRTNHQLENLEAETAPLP
Target sequence (P41143 whole entry, looked up): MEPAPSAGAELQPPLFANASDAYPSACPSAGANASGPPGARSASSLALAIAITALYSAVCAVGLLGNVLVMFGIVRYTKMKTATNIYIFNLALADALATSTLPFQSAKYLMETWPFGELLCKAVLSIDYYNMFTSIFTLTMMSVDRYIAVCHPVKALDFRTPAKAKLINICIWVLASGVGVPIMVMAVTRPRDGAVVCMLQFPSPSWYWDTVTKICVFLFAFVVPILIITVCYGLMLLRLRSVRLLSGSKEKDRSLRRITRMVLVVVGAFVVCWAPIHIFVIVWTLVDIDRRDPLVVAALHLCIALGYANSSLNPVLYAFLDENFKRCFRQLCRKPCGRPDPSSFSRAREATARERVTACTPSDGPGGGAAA
Ecoli viability = E. coli V3065 growth inhibition, primary screen, counter-screen for AddAB inhibitor project, absorbance, OD600. 18 h. inhibition, % at 11.9 µM. 0.27% of 330,000 active. AID 449728, 2010;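 active = inhibition above the campaign's mean inhibition across all tested compounds plus 3 SD, cut at about 9.9% in these data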;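 also: uninfected addAB+ strain grown without phage in ampicillin broth; 0% = DMSO wells and 100% = ciprofloxacin 0.95 µg/ml wells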
OPRM1-OPRD1 inv = inverse agonists of MOR-DOR heterodimerization, primary screen, cell-based, luminescence; 0.21% of 340,000 active; inhibition, % at 9.3 µM; cell-based MOR-DOR heterodimer luminescence, inverse agonism; AID 504357, 2011; in the data active = inhibition above about 22%, passing the limit was not always enough;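 also: 0% = cells with DMSO and 100% = wells without cells with DMSO; values of inactives mirror those of a sister screen read the other way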
DSG3 Ab inh = inhibitors of pemphigus antibody binding to DSG3, primary screen, biochemical, bead-based, flow cytometry, scFv-GFP; Desmoglein-3 (Homo sapiens), P32926; DSG3-coupled beads, scFv-anti-DSG3-GFP binding; stronger effect = lower value; binding (percent of control), % at 10 µM; 0.48% of 310,000 active; AID 588358, 2011;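 active = binding more than 3 SD below its plate's average and above zero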;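 also: hits lower antibody fragment binding to DSG3; some compounds called inactive have numbers as strong as hits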
phage Ecoli inh = growth loss of phage-infected E. coli, primary screen, RecBCD inhibitor project, absorbance, with phage, HTS; inhibition, % at 11.9 µM; 0.26% of 360,000 active; in the data active = inhibition above about 11%
PfHsp90 set2 = growth inhibition of PfHsp90-expressing yeast, primary screen, antimalarial PfHsp90 inhibitor project, S. cerevisiae, BacTiter-Glo luminescence, single point, set 2 | BacTiter-Glo ATP, 48 h; yeast lacking PDR1 and PDR3 efflux regulators | inhibition, % at 9.4 µM | 0.32% of 310,000 active | AID 504621, 2011;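 active = every replicate shows inhibition above about 80%, whatever the replicate mean, limit read from the data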;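 also: 0% = DMSO neutral controls and 100% = 20 µM radicicol positive controls; yeast relying on Plasmodium falciparum Hsp90 in place of its own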
Starred values were filed as active, the others as inactive; · = no result given.

Molecule	PKA-R1A activ	HTR5A ag ctr	phage Ecoli inh	PfHsp90 set2	Ecoli viability	OPRM1-OPRD1 inv	SUMO Mot1 rescue	HTR5A inv ctr	AddAB inh	OPRM1-OPRD1 ag	DSG3 Ab inh
CCc1cccc(CC)c1NC(=O)C(CC)Sc1nc2ccncc2[nH]1 (stereo unspecified)	2	2	1.8	33	0.3	9	-14	-4	1.7	-1.6	97
NC(=O)C1C(=O)c2ccccc2C1(C[N+](=O)[O-])c1ccccc1 (stereo unspecified)	-4	-2	-1.1	·	·	7	·	7	·	-1.3	97
COc1ccc(-c2nc3ccccc3c(=O)n2CCOc2cc(C)ccc2C)cc1	-5	1	2.4	4	0.9	-3	4	9	-0.8	0.4	189
Cc1occc1-c1nnc(SCC(=O)c2ccc3c(c2)OCCO3)n1CC1CCCO1 (stereo unspecified)	-9	3	-1.5	6	0.0	14	-8	10	2.3	-2.7	93
CC(=O)c1ccc(NC(=O)CN2CCN(CC(=O)Nc3ccc(C(C)=O)cc3)CC2)cc1	9	-4	1.8	-8	·	2	·	15	·	-0.5	111
Cc1cnc(C(=O)Nc2ccccc2-n2cccc2)cn1	-7	-2	1.4	-8	0.4	5	13	-7	1.2	-0.8	97
CCCCNC(=O)COC(=O)CCC(=O)c1cccs1	3	7	3.7	-4	0.3	18	15	8	1.8	-3.7	84
CCOc1cc(S(=O)(=O)NCc2ccc(OC)cc2)c(OCC)cc1-n1cnnn1	2	-3	3.9	12	0.7	5	305	5	0.8	-0.9	103
COc1ccc(S(N)(=O)=O)cc1C(=O)OCCCOc1ccc(F)cc1	2	-3	2.9	-22	1.3	18	3	12	3.2	-3.9	126
Clc1cccc(NCc2nnc3n2CCCCC3)c1	5	-2	3.5	13	1.6	5	12	-31	3.3	-0.9	104
Cc1c(C(=O)NCc2cccnc2)oc2ccc(S(=O)(=O)N3CCCCC3)cc12	1	7	2.4	20	-0.3	-9	-1	18	0.5	1.8	101
COCCn1c(N)c(N(Cc2ccccc2)C(=O)C2CCCC2)c(=O)[nH]c1=O	-1	2	-0.6	-1	3.5	0	-1	7	0.7	-0.1	·
COC(=O)c1cn(C)c2ccc(S(=O)(=O)N3CCOCC3)cc2c1=O	-12	-2	0.7	21	3.9	8	-8	6	4.4	-1.4	101
CSCCC(NS(=O)(=O)c1c(Cl)cccc1Cl)C(=O)O (stereo unspecified)	3	3	-1.8	3	-2.4	1	8	-9	-2.7	-0.2	105
O=C(Nc1cccc(S(=O)(=O)N2CCOCC2)c1)C1CC(=O)N(c2ccc3c(c2)OCCO3)C1 (stereo unspecified)	-6	3	3.1	-9	-2.1	5	4	-9	2.3	-1.0	97
O=C(C1=C[C@H](c2ccc3c(c2)OCO3)C[C@H](OCc2ccc(CO)cc2)O1)N1CCCCCCC1	-17	-6	3.4	4	-0.6	3	131	14	-2.1	-0.6	103
CCOc1ccc(-c2ccc(SCC(=O)Nc3nnc(C)s3)nn2)cc1	2	3	0.9	2	-0.3	-1	-8	-8	6.0	0.2	·
C/C(=N\Nc1ncc(Br)cn1)c1cccc([N+](=O)[O-])c1	6	6	1.2	-6	-1.2	7	-12	-2	2.9	-1.2	108
CCN(CCCNC(=O)C1c2ccccc2C(=O)N(CCOC)C1c1ccc(F)cc1)Cc1ccccc1 (stereo unspecified)	9	4	2.6	14	-1.9	-4	-1	-10	-1.4	0.8	101
Cc1c(C(=O)O)oc2ccc(S(=O)(=O)NCCC3=CCCCC3)cc12	0	4	-1.6	-13	0.7	-5	12	23	1.0	1.0	104
N#CCN(C(=O)COC(=O)CCCNC(=O)c1ccc(Cl)cc1)c1ccccc1	5	4	0.3	-52	2.1	11	-2	-12	1.6	-2.8	96
NS(=O)(=O)c1ccc(CCNC(=O)CN2CCCCCC2)cc1	-17	-1	2.0	-13	0.9	11	·	2	2.2	-2.2	100
N=C(N)SCc1ccc(Cl)cc1Cl	3	7	72*	-16	68*	11	14	-24	82*	-1.8	91
Cc1ccc(-c2nc(CSCC(=O)NCc3cccnc3)c(C)o2)cc1	-9	3	2.2	7	-3.4	14	5	-11	-1.9	-2.8	98
CCCCCCn1c(CN2CCN(C(=O)OCC)CC2)nc2c1c(=O)n(C)c(=O)n2C	0	0	-0.7	-17	1.1	14	-26	18	4.9	-2.6	85
S=C(NCc1ccccc1)Nc1ccc2ccccc2c1	-5	1	3.4	5	·	-17	12	-4	·	2.9	119
O=C(N/C=C/n1cnc2cc(C(F)(F)F)ccc21)c1ccccc1	1	10	3.8	-20	0.8	-9	12	24	1.7	1.8	97
COCCCNC(=O)CN(CCc1ccccc1)S(=O)(=O)c1ccc(OC)cc1	3	0	3.0	5	-1.7	16	335	-1	3.8	-2.7	100
COCc1nnc(SCC(=O)NCc2ccccc2)n1-c1ccccc1	-12	0	-2.4	-20	2.7	10	108	-1	2.0	-1.7	99
O=c1[nH]cnc2sc3c(c12)CN(Cc1ccccc1)CC3	-6	8	·	-3	-2.5	9	-21	-30	2.4	-1.8	139
CCCCNC(=S)NNC(=O)c1csc2c1CCC(C)C2 (stereo unspecified)	-3	5	3.2	22	0.0	-18	-5	8	2.9	3.4	108
COc1ccc(COC(=O)C2CCN(S(=O)(=O)c3ccc(OC)c(OC)c3)CC2)cc1	-6	5	1.8	-5	2.5	4	-14	-13	1.0	-0.9	107
CCOc1ccccc1C1CC(c2ccccc2)Nc2nc(N)nn21 (stereo unspecified)	-3	-3	2.0	8	-0.3	13	20	9	5.9	-2.5	107
COc1ccccc1NC(=O)c1ccc([N+](=O)[O-])cc1[N+](=O)[O-]	0	6	3.9	-30	-2.3	-5	48	-4	1.9	1.0	89
CCOC(=O)C1CCN(Cc2cc(=O)oc3c(C)c(C)ccc23)CC1	-2	1	-0.4	5	-0.6	-4	-2	-6	-1.6	0.7	130
COC(=O)COc1coc(CN2CCN(c3cccc(Cl)c3)CC2)cc1=O	-8	2	0.0	15	-2.0	3	-4	1	1.5	-0.6	109
COc1ccccc1N1C(=O)C2C3C=CC(CC3)C2C1=O (stereo unspecified)	-4	-2	1.9	-18	1.7	12	1	6	1.1	-2.6	123
O=C(CSc1nnc2scc(-c3ccccc3)n12)N1CCCc2ccccc21	4	-1	1.6	13	-0.5	-9	13	10	-0.8	1.6	108
Cc1ccc(C)c(N(CC(=O)N2CCc3ccccc3C2)S(C)(=O)=O)c1	-12	3	1.0	-1	1.3	5	-9	-33	0.2	-1.1	107
O=C(Nc1sc2c(c1C(=O)NC1CCCCC1)CCC2)c1ccco1	1	3	3.0	·	·	-7	·	6	·	1.3	101
O=C(CCS(=O)(=O)c1cccc2nonc12)NCCc1ccccc1	-7	5	1.9	-30	1.4	5	·	9	2.5	-0.8	·
Cc1csc(NC(=O)/C=C/c2ccco2)n1	-2	-1	1.8	-11	1.1	13	-8	0	0.7	-2.4	105
CCOc1ccc(-n2ccnc(SCC(=O)NCc3cccc(OC)c3)c2=O)cc1	-1	2	1.2	·	2.1	10	-2	-6	1.1	-1.5	90
Cc1cc2cc(CN(Cc3ccc4c(c3)OCO4)C(=O)c3cnccn3)c3nnnn3c2cc1C	4	1	3.2	3	-0.3	0	-3	-13	4.2	0.1	99
COc1ccc(-n2cc(C(=O)O)c3ccccc3c2=O)cc1	8	4	3.6	·	-0.5	13	595	-12	6.5	-2.6	93
O=C(c1cc2c(s1)-c1ccccc1OC2)N1CCN(c2ccccn2)CC1	-5	0	4.4	-18	0.5	1	258	1	0.6	-0.1	104
COc1ccccc1OC(=O)c1ccc(S(=O)(=O)N(C)C)cc1	-11	1	-0.6	-6	1.7	15	37	-3	2.0	-2.9	·
O=C(Nc1ccc2nc(-c3cccnc3)[nH]c2c1)C12CC3CC(CC(C3)C1)C2	-2	-2	1.6	23	-2.7	5	1	-22	1.6	-0.9	102
CCCn1[nH]cc(SC)c(=O)c1=O	-2	5	-0.9	-6	1.8	-1	6	-2	0.6	0.1	96
c1ccc(Nc2nc(-c3ccccn3)cs2)cc1	12	8	-1.6	-8	-3.5	-1	61	4	0.9	0.2	101

Carrying on.
Molecule	PKA-R1A activ	HTR5A ag ctr	phage Ecoli inh	PfHsp90 set2	Ecoli viability	OPRM1-OPRD1 inv	SUMO Mot1 rescue	HTR5A inv ctr	AddAB inh	OPRM1-OPRD1 ag	DSG3 Ab inh
CN(C)c1cc(-c2ccc(Br)cc2)oc(=O)c1Cl	·	·	-2.9	·	1.0	·	-15	·	0.1	·	106
Cn1c(=O)c2ccccc2n2c(=S)[nH]nc12	-1	-2	2.0	6	0.6	-25	488	-3	2.8	4.0	112
Cc1ccc(OCc2nnc(SCC(N)=O)n2N)cc1	18	0	2.4	-14	0.9	6	-14	-4	1.7	-1.1	98
CCc1cccc(NC(=O)CCCN2C(=O)NC(C)(C)C2=O)c1	-4	1	0.6	-4	-2.8	20	25	8	0.8	-5.4	99
COC(=O)c1ccc(Oc2nc(Nc3ccc(C)c(C)c3)nc(N(C)C)n2)cc1	-7	6	2.7	·	-2.1	-18	·	0	-1.4	3.1	104
COc1cccc(C2c3[nH]c4ccccc4c3C[C@H]3C(=O)N(c4ccccc4C(=O)N4CCCC4C(=O)O)C(=O)N23)c1 (stereo partly specified)	-14	5	8.2	-13	1.2	17	5	13	3.7	-3.3	107
O=C(Cn1cnc2ccccc2c1=O)Nc1ccc2c(c1)CCC2	-2	0	9.7	6	4.0	0	-6	-7	7.8	-0.1	103
Cc1ccc(NC(=O)c2cc(S(=O)(=O)N3CCOCC3)cn2C)cc1Cl	1	1	3.3	-8	-1.6	1	-8	3	-2.8	-0.2	98
Cc1ccc(S(=O)(=O)N2CCN(C(=O)Cc3sc(C)nc3-c3ccc(F)cc3)CC2)c(C)c1	-1	2	2.5	·	-0.9	0	0	-8	4.7	0.0	116
CCc1ccc2oc(=O)cc(CN3CCN(Cc4ccccc4)CC3)c2c1	-5	2	1.8	-11	-0.4	-7	-4	-8	-2.4	1.5	93
Cc1c(C#N)c(NC(=O)C(C)C)n(Cc2ccccc2)c1C	2	3	3.1	-5	0.2	9	22	-19	1.4	-1.9	97
O=C(Cc1ccccc1[N+](=O)[O-])NCCCN1CCOCC1	6	-4	-2.9	-22	-3.3	0	116	10	3.0	0.1	103
